Menin MLL FP TR: inhibitors of human menin-MLL interaction, mutant MLL peptide; O00255; Menin + Texas Red MLL mutant peptide, fluorescence polarization; Potency, µM (top dose mostly 61.6 µM), for the others: at the top dose FP activity change, negative = inhibition, hits mostly inhibitors; actives 0.23% (n = 270,000); AID 1768; active means well fitted inhibition curve with a large enough effect in the polarisation, with a control signal flat, not every such curve was filed as active; inconclusive means small, poorly fitted or top-dose-only effect, or effect the other way, or a change in a side signal; inactive means no such curve, though single readings can be large or run the other way; the % refers to the polarisation; further: potency means the concentration at half of the fitted maximal effect; % of control where 0% means no effect; many of its hits are not listed in these tables
MLL CXXC-DNA inh: inhibitors of human MLL CXXC domain-DNA interaction | MLL-CXXC / FITC-HOXA9 DNA fluorescence polarization | Potency, µM (top dose mostly 115 µM), inactives show at the highest dose activity change, negative = inhibition, most hits filed as inhibitors | actives 0.037% (n = 290,000) | Q03164 | AID 2662; active means well fitted inhibition curve with a large enough effect in the polarisation, with a control signal flat, not every such curve was filed as active; inconclusive means small, poorly fitted or top-dose-only effect, or effect the other way, or a change in a side signal; inactive means no such curve, though single readings can be large or run the other way; the % refers to the polarisation; further: potency means the concentration at half of the fitted maximal effect
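Steps: dispense CXXC domain solution (7 uM) → pin compounds or unlabeled HOX-A9 DNA control → 5 min ambient → add FLSN-HOX-A9 solution (50 nM) → spin → 30 min ambient → fluorescence polarization. Tris pH 7.5/NaCl/DTT/BSA buffer.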
TCR activator: T cell receptor activation. primary human leukocytes, anti-CD3, IL-2 HTRF, 48 h. Potency, µM (series often up to 9.22 µM), inactives show top-dose activation of IL-2 secretion, usual class: activators. 330,000 tested, under 10 active. AID 504894; further: % of control where 0% means no effect
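Readout: HTRF IL-2, Eu-cryptate/d2 antibody pair, 320nm excitation, 665nm emission. Stimulus: a-CD3 beads, no co-stimulation. Cells: primary human leukocytes. Exposure: 48 hr with compound.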
TSHR antagonist: antagonists of human thyroid stimulating hormone receptor; activity change, negative = inhibition, % at 11.5 µM; AID 504810; TSHR-expressing cells, TSH-stimulated cAMP HTRF, 2 h; hits give low values; actives 0.2% (n = 330,000);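 active means activity change below a set negative limit, meaning inhibition stronger than a set level, cut at about -70% in these data; inconclusive means activity change between two set negative limits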; further: on the % scale 0 is the no-effect control and ±100 the full control effect
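Cell-based HTRF cAMP assay; TSHR cells + compound, TSH EC80 (4nM final), 2 h, 37 deg C. Lysis with anti-cAMP cryptate and cAMP-d2, 30 min RT, read 665/620 nm.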
ASM inhibitor: inhibitors of human secretory acid sphingomyelinase | actives 0.006% (n = 340,000) | P17405 | Potency, µM (series often up to 57.5 µM), inactives show at the top dose activity change, negative = inhibition, hits mostly inhibitors | placental ASM, HMU-PC fluorogenic substrate, 60 min | AID 504937; further: potency means the concentration at half of the fitted maximal effect
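Human placenta-derived ASM preincubated with compound 10 min at room temperature, then reacted with 9 uM (final) fluorogenic HMU-PC substrate for 60 min at 37 C. Stop solution raises pH to 10; fluorescence read at Ex 386/Em 447 nm.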
PTAP TSG101 blk: blocks PTAP/TSG101 interaction to inhibit HIV-1 budding. Q99816. Fluorescence polarization, FITC-PTAP peptide / Tsg101 binding. Potency, µM (titrated, usually from 115 µM), without a hit: at the highest dose activity change, negative = inhibition, usual class: inhibitors. 340,000 tested, under 10 active; active means well fitted inhibition curve with a large enough effect in the main read-out, with a control signal flat, not every such curve was filed as active; inconclusive means small, poorly fitted or top-dose-only effect, or effect the other way, or a change in a side signal; inactive means no such curve, though single readings can be large or run the other way; further: potency means the concentration at half of the fitted maximal effect; % of control where 0% means no effect
Target sequence (Q99816 whole entry, looked up): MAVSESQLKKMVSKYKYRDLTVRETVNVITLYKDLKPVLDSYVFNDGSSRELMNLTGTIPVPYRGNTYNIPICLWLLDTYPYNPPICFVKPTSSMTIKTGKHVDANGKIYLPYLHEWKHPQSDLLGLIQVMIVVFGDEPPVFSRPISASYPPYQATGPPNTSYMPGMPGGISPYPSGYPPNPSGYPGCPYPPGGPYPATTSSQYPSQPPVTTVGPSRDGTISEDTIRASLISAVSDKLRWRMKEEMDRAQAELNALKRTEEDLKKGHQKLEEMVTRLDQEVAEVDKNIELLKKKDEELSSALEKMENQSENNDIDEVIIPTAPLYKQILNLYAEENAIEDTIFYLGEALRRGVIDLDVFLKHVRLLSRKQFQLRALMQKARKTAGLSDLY
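Compounds were pin-transferred onto Tsg101 binding domain (10 uM final) in HEPES pH 7.5 buffer, then FITC-PTAP peptide was added at 50 nM final. After 20 min at RT, polarization reported peptide displacement across a qHTS concentration series.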
Mito fusion act: mitochondrial division inhibition or fusion activation; S. cerevisiae fusion-defective mutant growth rescue, CellTiterGlo 48 h; AID 485298; actives 0.23% (n = 320,000); Potency, µM (doses to about 46.1 µM), without a hit: at the top dose growth rescue (activation), hits mostly activators;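 further: potency means the concentration at half of the fitted maximal effect; % of control where 0% means no effect; nearly all actives have a fitted effect of over 45% in size; temperature-sensitive fusion mutants such as fzo1-1 at 37 °C on non-fermentable ethanol glycerol medium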
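S. cerevisiae fusion-defective temperature-sensitive mutants (e.g. fzo1-1, mgm1-5) grown 48 h at 37C in YPEG (ethanol/glycerol non-fermentable) medium with 23 nl compound per well; growth rescue read as CellTiterGlo luminescence.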
Integrin act MD: integrin-mediated muscular dystrophy alleviation activation; Potency, µM (top dose mostly 38.3 µM), without a hit: top-dose activation, most hits filed as activators; alpha7betagal myoblasts, beta-gal FDG fluorescence, 48 h; actives 0.064% (n = 350,000);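 further: potency means the concentration at half of the fitted maximal effect; 100% = response of the positive control SU9516; nearly all actives have a fitted effect of over 60% in size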
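Alpha7betagal+/- myoblasts (passage 13) were plated 16-24 hr, then exposed to compounds (1:260 dilution of DMSO stock) for 48 hours at 37C. After MPER lysis, β-galactosidase reporter activity was read as FDG fluorescence (ex 480/em 540) after 30 minutes.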
MBNL1 CUG block: inhibitors of human MBNL1 binding to CUG repeat RNA; Q9NR56; TR-FRET MBNL1-His/biotin-(CUG)12 binding, 665/545 ratio; Potency, µM (highest dose often 57.5 µM), for inactives: at the top dose activity change, negative = inhibition, usual class: inhibitors; actives 0.036% (n = 280,000); AID 2675; active means well fitted inhibition curve with a large enough effect in the signal ratio, with a control signal flat, not every such curve was filed as active; inconclusive means small, poorly fitted or top-dose-only effect, or effect the other way, or a change in a side signal; inactive means no such curve, though single readings can be large or run the other way; the % refers to the signal ratio; further: potency means the concentration at half of the fitted maximal effect; on the % scale 0 is the no-effect control and ±100 the full control effect
Target sequence (Q9NR56 whole entry, looked up): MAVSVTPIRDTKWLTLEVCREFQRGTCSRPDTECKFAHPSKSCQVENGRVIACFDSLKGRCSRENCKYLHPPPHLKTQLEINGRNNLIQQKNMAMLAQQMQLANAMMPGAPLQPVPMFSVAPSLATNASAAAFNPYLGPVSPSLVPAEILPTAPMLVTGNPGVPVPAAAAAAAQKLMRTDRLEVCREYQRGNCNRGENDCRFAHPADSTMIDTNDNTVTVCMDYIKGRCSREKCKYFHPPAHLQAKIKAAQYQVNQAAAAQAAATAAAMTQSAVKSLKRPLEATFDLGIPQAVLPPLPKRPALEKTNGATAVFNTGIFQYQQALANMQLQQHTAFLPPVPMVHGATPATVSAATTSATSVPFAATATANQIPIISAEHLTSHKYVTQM
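Compound titration spanned 92 nM–58 uM against the MBNL1-His/biotin-(CUG)12 complex. After 60 min at room temperature with 5 nM streptavidin-XL665 and 0.055 ng/ul terbium anti-His, ratiometric 665/545 nm emission (Ex 340 nm) normalized to controls.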
A-T KAP1 phos: potential ataxia-telangiectasia treatments restoring KAP-1 phosphorylation; […] A-T fibroblasts, KAP-1 phosphorylation AlphaLISA; neocarzinostatin DNA damage 30 min before lysis; Potency, µM (top dose mostly 57.5 µM), for the others: at the top dose activation, hits mostly activators; actives 0.19% (n = 320,000); AID 485349; further: potency means the concentration at half of the fitted maximal effect; % of control where 0% means no effect; nearly all actives have a fitted effect of over 45% in size
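ATM-like activity read as KAP-1 phosphorylation via AlphaLISA donor/acceptor antibody pairs after lysis and 6 hr at 25C. Cells were ATM-null patient fibroblasts ([…], hTERT), dosed 60 min, then exposed to the DSB inducer NCS for 30 min.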
Numbers without * were called inactive; ? = inconclusive; / = no result given; [ ] = dose if it differs, or a comment. Unless noted, the call rests on the fitted dose curve; in most records, active means well fitted curve in the direction sought with a large enough effect; inconclusive means small, poorly fitted or top-dose-only effect, or another doubt; inactive means no such curve, though single readings can be large; an effect the other way counts as inactive or inconclusive. Not all compounds are listed, so the mix of outcomes need not match the whole.

Results follow in this order: Integrin act MD	MBNL1 CUG block	PTAP TSG101 blk	Menin MLL FP TR	MLL CXXC-DNA inh	TCR activator	TSHR antagonist	A-T KAP1 phos	Mito fusion act	ASM inhibitor
CCCn1c(NCc2ccco2)nc2c1c(=O)n(C)c(=O)n2C
→ -2%	-3%	-4%	25%	6%	-1%[46.1 µM]	6	/	1%	0%
O=c1c2ccccc2ncn1-c1ccc(Cl)c(Cl)c1
→ 1%	5%	-1%	-22%	0%	-1%[46.1 µM]	2	-1%	-1%	0%
COc1ccc(Cl)cc1S(=O)(=O)N1CCCC1
→ -6%	8%	-5%	-5%	5%	-8%	-1	/	1%	0%
CC(C)(C)N(NC(=O)c1ccccc1)C(=O)c1cccc(C(=O)N(NC(=O)c2ccccc2)C(C)(C)C)c1
→ 19%	-6%	-2%	2%	7%	1%	-10	8%	1%	1%
CN(CC(=O)Nc1ccc(N2CCOCC2)cc1)C(=O)C12CC3CC(CC(C3)C1)C2
→ 8%	/	-2%	/	/	-6%	-14	-16%	5%	7%
CCN(C(=O)COC(=O)c1ccc2c(c1)OCO2)c1ccc(F)cc1
→ 15%	/	0%	/	/	5%[46.1 µM]	4	3%	/	3%
Cc1cc(=O)n(CC(C)C)c(O)c1C#N
→ 19%	8%	-2%	5%	11%	4%	5	-4%	-11%	4%
Cc1cc(C(=O)NC2CCCCCC2)c2ccccc2n1
→ 9%	/	-1%	/	/	2%[46.1 µM]	-17	-3%	/	-5%
O=C(CCCc1cccs1)Nc1nc2c(s1)CCCC2
→ -19%	-5%	-5%	-9%	6%	-7%	-3	7%	7%	-2%
CCOCCCNC(=O)c1cn(CC)c2ccc(S(=O)(=O)N(C)C3CCCCC3)cc2c1=O
→ 12%	-3%	-2%	5%	3%	14%	-13	1%	1%	0%
CCOC(=O)/C=C(/C)N1N=C(c2ccc(OC)cc2)CC1c1cccc([N+](=O)[O-])c1 (centres undefined)
→ 13%	?	-12%	?	9%	-3%[46.1 µM]	39	-11%	7%	5%
CC(C)CN(C)C(=O)CCc1nnc(Cc2ccc(-c3ccccc3)cc2)o1
→ 16%	-2%	-3%	?	-4%	-1%	17	22%	9%	-3%
c1coc(-c2cc(C3CCNCC3)[nH]n2)c1
→ -10%	/	0%	-20%	6%	-7%	6	0%	3%	5%
C/C(=N/NC(=O)CCC(=O)Nc1ccc(Br)cc1)c1ccc(Br)cc1
→ -7%	-5%	-2%	?	9%	7%	5	28%	1%	-2%
CCOC(=O)c1ccccc1NC(=O)CC(C)CC(=O)O (centres undefined)
→ -7%	-3%	-5%	-1%	5%	19%	9	-5%	-4%	4%

Entries of single compounds, looked up by structure:
CCOCCCNC(=O)c1cn(CC)c2ccc(S(=O)(=O)N(C)C3CCCCC3)cc2c1=O in the list: Integrin act MD: 12%; MBNL1 CUG block: -3%; PTAP TSG101 blk: -2%; Menin MLL FP TR: 5%; MLL CXXC-DNA inh: 3%; TCR activator: 14%; TSHR antagonist: -13; A-T KAP1 phos: 1%; Mito fusion act: 1%; ASM inhibitor: 0%
CC(C)(C)N(NC(=O)c1ccccc1)C(=O)c1cccc(C(=O)N(NC(=O)c2ccccc2)C(C)(C)C)c1 in the list: Integrin act MD: 19%; MBNL1 CUG block: -6%; PTAP TSG101 blk: -2%; Menin MLL FP TR: 2%; MLL CXXC-DNA inh: 7%; TCR activator: 1%; TSHR antagonist: -10; A-T KAP1 phos: 8%; Mito fusion act: 1%; ASM inhibitor: 1%

Additional records follow:
Results follow in this order: Integrin act MD	MBNL1 CUG block	PTAP TSG101 blk	Menin MLL FP TR	MLL CXXC-DNA inh	TCR activator	TSHR antagonist	A-T KAP1 phos	Mito fusion act	ASM inhibitor
COc1ccc2c(c1)c([C@@H]1[C@H](C)[C@H]3CCCC[C@H]3CN1S(=O)(=O)c1ccc(C)cc1)cn2C
→ -3%	/	3%	/	/	-2%[46.1 µM]	22	5%	/	-3%
COc1ccc(OC)c(NC(=O)CN2C(=O)COc3ccc(S(=O)(=O)N4CCCC4)cc32)c1
→ 2%	-6%	-6%	0%	8%	-6%	-1	1%	-2%	3%
C#CCOc1nc2c(c(=O)n(C)c(=O)n2C)n1Cc1ccccc1
→ 0%	-5%	-2%	/	-13%	2%	-1	12%	8%	0%
CN(CCOc1ccccc1)c1ccc(S(=O)(=O)N2CCCCC2)cn1
→ 12%	-8%	-2%	3%	3%	1%	-7	4%	16%	-4%
O=C(c1cc(C2CC2)on1)N1CCCC(N2CCN(c3cccc(C(F)(F)F)c3)CC2)C1 (centres undefined)
→ -35%	-3%	-4%	/	0%	2%	-19	4%	2%	1%
O=C(CSc1nc2ccc(NC(=O)C3CCCCC3)cc2s1)NCC1CCCO1 (centres undefined)
→ 1%	-5%[11.5 µM]	0%	-6%	-2%	1%[46.1 µM]	1	1%	-6%	11%
CCc1nnc(NC(=O)CSc2ccc(-c3ccccc3OC)nn2)s1
→ -9%	-7%	0%	4%	6%	-4%	3	-1%	1%	-1%
CCC(=O)NC(=S)Nc1c(C)cc(Br)cc1C
→ 22%	-9%	-4%	-2%	6%	-5%	-5	-1%	0%	0%
Cc1cc(C)n2nc(SCC(=O)N(CCC#N)c3ccc(F)cc3)nc2n1
→ 19%	/	-5%	/	/	/	5	0%	-4%	3%
CCOC(=O)c1[nH]n(-c2ccc(Cl)cc2)c(=O)c1C
→ 0%	/	-1%	-18%	1%	-6%[46.1 µM]	-1	-4%	1%	6%
CC(C)Cc1nnc(NC(=O)c2cccc(S(=O)(=O)N3CCN(C)CC3)c2)s1
→ 17%	/	-1%	/	/	3%	5	2%	-3%	1%
CCOc1ccc(Cn2c(=O)sc3ccccc32)cc1
→ -1%	-13%	-2%	/	-4%	5%	-20	15%	1%	-4%
CC(CCc1ccco1)N(C)S(=O)(=O)c1csc(C(N)=O)c1 (centres undefined)
→ -12%	-1%	2%	/	5%	-2%	9	5%	2%	9%
Cc1noc(C)c1CSCC(=O)N(C)CC(=O)Nc1ccccc1Cl
→ 12%	-3%	-2%	/	2%	1%	11	-10%	-5%	3%
Cc1ccc(CS(=O)(=O)c2cn(CC(=O)N3CCOCC3)c3ccccc23)cc1
→ -16%	-11%	-4%	/	-6%	1%	45	?	7%	2%

(more compounds)
Results follow in this order: Integrin act MD	MBNL1 CUG block	PTAP TSG101 blk	Menin MLL FP TR	MLL CXXC-DNA inh	TCR activator	TSHR antagonist	A-T KAP1 phos	Mito fusion act	ASM inhibitor
O=C(Cc1ccccc1)N/N=C/c1ccccn1
→ 16%	/	-6%	/	/	2%	/	/	/	1%
Cc1ccc(OC(=S)Nc2ccc(O)cc2)cc1
→ -24%	?	-7%	4%	-8%	-1%[46.1 µM]	6	3%	6%	-1%
Cn1cc(/C=C2\SC(=S)N(N3CCOCC3)C2=O)c2ccccc21
→ ?	-5%	2%	/	20%	6%	2	1%	0%	1%
Cn1c(-c2ccccc2)cnc1NCc1cc2c(cc1[N+](=O)[O-])OCO2
→ -9%	/	2%	-20%	-3%	-2%[46.1 µM]	-1	-4%	1%	0%
Cc1cccc(N2CN(Cc3ccco3)CNC2=S)c1
→ 16%	-3%	1%	-23%	-1%	2%[46.1 µM]	3	1%	-6%	1%
O=C1CN(C(=O)COC(=O)c2ccc(Br)o2)c2ccccc2N1
→ 10%	/	-2%	/	/	/	0	-1%	/	-1%
Cc1cc(C)nc(SCc2nnc(SCC(N)=O)o2)n1
→ 30%	11%	-3%	-6%	-5%	-1%	-3	-3%[11.5 µM]	-4%	0%
COc1ccc2cc(C(=O)Nc3ccc(S(N)(=O)=O)cc3)sc(=O)c2c1OC
→ 2%	?	0%	?	2%	3%	-13	-2%	-5%	89%[activator]
CNC(=O)Nc1ccc(Cn2cc(C(F)(F)F)ccc2=O)cc1
→ -3%	/	0%	11%	?	-1%	34	6%	4%	0%
COc1ccc(NC(NC(=O)c2cccnc2)C(Cl)(Cl)Cl)cc1 (centres undefined)
→ -31%	7%	-5%	29%	3%	/	2	0%	5%	0%
O=C(CN(C(=O)CNC(=O)c1ccco1)c1ccc(F)cc1)NC1CCCC1
→ 5%	-4%	0%	-5%	43%[activator]	2%	-1	0%	0%	-1%
O=S(Cc1ccc(Br)cc1)Cc1nnc(SCc2ccc(Cl)cc2)n1-c1ccccc1 (centres undefined)
→ ?	2%	0%	11%	4%	-7%	-7	8%	-14%	-14%
